High-throughput results deposited in PubChem by Broad Institute.
NSD2 inh: inhibitors of human NSD2 methyltransferase; O96028; NSD2-SET H3K36me1 DELFIA fluorescence, biochemical; inhibition, % at 12.5 µM; 44,000 tested, 0.07% active; AID 624260; in the data active means inhibition above about 54%, passing the limit was not always enough;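 further: inhibitors reduce the monomethyl H3K36 fluorescence signal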
Target sequence (O96028 whole entry, looked up): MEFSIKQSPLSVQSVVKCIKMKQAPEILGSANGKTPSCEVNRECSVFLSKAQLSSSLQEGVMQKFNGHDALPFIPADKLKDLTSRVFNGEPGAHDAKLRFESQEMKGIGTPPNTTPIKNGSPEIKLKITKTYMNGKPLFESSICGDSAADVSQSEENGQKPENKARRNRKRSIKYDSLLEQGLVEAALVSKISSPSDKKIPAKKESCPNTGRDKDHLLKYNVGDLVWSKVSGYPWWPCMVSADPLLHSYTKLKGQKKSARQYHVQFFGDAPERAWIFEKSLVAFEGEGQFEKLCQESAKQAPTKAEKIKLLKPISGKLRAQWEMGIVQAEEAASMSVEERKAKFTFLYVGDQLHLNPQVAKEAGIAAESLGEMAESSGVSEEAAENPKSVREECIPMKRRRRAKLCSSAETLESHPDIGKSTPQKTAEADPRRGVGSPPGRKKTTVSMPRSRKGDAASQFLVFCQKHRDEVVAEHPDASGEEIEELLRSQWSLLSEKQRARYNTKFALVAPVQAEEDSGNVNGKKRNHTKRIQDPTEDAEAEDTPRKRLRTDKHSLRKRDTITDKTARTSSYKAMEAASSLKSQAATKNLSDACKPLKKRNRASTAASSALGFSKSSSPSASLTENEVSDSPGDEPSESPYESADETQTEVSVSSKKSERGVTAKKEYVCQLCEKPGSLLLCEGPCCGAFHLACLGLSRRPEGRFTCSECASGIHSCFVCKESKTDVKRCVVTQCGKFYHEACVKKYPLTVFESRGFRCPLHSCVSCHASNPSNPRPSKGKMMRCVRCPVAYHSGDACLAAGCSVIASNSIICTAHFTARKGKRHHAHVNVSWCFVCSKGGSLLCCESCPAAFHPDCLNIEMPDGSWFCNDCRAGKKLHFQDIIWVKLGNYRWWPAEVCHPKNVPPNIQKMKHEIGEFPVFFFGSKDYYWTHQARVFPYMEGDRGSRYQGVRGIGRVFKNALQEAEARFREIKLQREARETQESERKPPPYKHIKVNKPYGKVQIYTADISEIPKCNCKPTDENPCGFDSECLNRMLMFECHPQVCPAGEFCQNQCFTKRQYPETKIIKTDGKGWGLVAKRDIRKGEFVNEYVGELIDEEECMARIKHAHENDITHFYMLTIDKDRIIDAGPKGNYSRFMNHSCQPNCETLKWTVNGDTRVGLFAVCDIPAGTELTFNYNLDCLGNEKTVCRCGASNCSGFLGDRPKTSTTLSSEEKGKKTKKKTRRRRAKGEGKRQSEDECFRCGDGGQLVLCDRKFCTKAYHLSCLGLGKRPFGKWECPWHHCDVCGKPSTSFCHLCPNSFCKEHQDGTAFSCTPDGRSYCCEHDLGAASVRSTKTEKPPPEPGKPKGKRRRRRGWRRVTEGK
Numbers without * were called inactive; i = inactive. An excerpt (hit frequency here may not be typical).

The first six entries, ahead of the listing:
SMILES	NSD2 inh
COc1ccc(S(=O)(=O)Nc2ccc3c(c2)CC(=O)N([C@@H](C)CO)C[C@H](C)[C@H](CN(C)S(=O)(=O)c2cn(C)cn2)O3)cc1	-1
C[C@H]1CN([C@@H](C)CO)C(=O)CCCn2nncc2CO[C@H]1CN(C)Cc1ccncc1	4
COc1ccc(S(=O)(=O)Nc2ccc3c(c2)C(=O)N([C@@H](C)CO)C[C@@H](C)[C@H](CN(C)CC2CCCCC2)O3)cc1	-1
C[C@@H]1CN([C@H](C)CO)C(=O)c2cc(/C=C/c3ccccc3)cnc2O[C@@H]1CN(C)C(=O)CN1CCOCC1	-1
Cc1noc(C)c1NC(=O)Nc1ccc2c(c1)C(=O)N([C@@H](C)CO)C[C@@H](C)[C@@H](CN(C)C(=O)C1CCCCC1)OCCCC[C@@H](C)O2	1
CC(C)NC(=O)N(C)C[C@@H]1Oc2ccc(NC(=O)Nc3ccc(C(F)(F)F)cc3)cc2C(=O)N([C@@H](C)CO)C[C@H]1C	2

Main list, from the first entry:
SMILES	NSD2 inh
COc1ccc(S(=O)(=O)Nc2ccc3c(c2)CC(=O)N([C@@H](C)CO)C[C@H](C)[C@H](CN(C)S(=O)(=O)c2cn(C)cn2)O3)cc1	-1
C[C@H]1CN([C@@H](C)CO)C(=O)CCCn2nncc2CO[C@H]1CN(C)Cc1ccncc1	4
COc1ccc(S(=O)(=O)Nc2ccc3c(c2)C(=O)N([C@@H](C)CO)C[C@@H](C)[C@H](CN(C)CC2CCCCC2)O3)cc1	-1
C[C@@H]1CN([C@H](C)CO)C(=O)c2cc(/C=C/c3ccccc3)cnc2O[C@@H]1CN(C)C(=O)CN1CCOCC1	-1
Cc1noc(C)c1NC(=O)Nc1ccc2c(c1)C(=O)N([C@@H](C)CO)C[C@@H](C)[C@@H](CN(C)C(=O)C1CCCCC1)OCCCC[C@@H](C)O2	1
CC(C)NC(=O)N(C)C[C@@H]1Oc2ccc(NC(=O)Nc3ccc(C(F)(F)F)cc3)cc2C(=O)N([C@@H](C)CO)C[C@H]1C	2
C[C@H]1CCCCO[C@@H](CN(C)C(=O)Nc2ccc(F)cc2)[C@@H](C)CN([C@@H](C)CO)C(=O)c2cc(NC(=O)Nc3ccc(C(F)(F)F)cc3)ccc2O1	5
CC12N=C3SCc4ccccc4CN3[C@H](c3ccccc3O1)[C@H]2CO	0
C[C@H]1CCCCO[C@@H](CN(C)C)[C@@H](C)CN([C@@H](C)CO)C(=O)c2cc(NC(=O)Nc3ccc(C(F)(F)F)cc3)ccc2O1	7
C[C@H]1CN([C@@H](C)CO)C(=O)c2cc(-c3cccnc3)cnc2O[C@@H]1CN(C)C(=O)Nc1ccccc1	4
C[C@@H]1CN([C@@H](C)CO)S(=O)(=O)c2ccc(C#Cc3ccccc3)cc2O[C@H]1CN(C)S(=O)(=O)c1cn(C)cn1	0
C[C@@H]1CN([C@H](C)CO)C(=O)CCCn2cc(nn2)CO[C@H]1CN(C)Cc1cccc(O)c1	3
CCCC#Cc1cnc2c(c1)C(=O)N([C@H](C)CO)C[C@@H](C)[C@@H](CN(C)Cc1cccnc1)O2	4
COc1ccc(S(=O)(=O)N(C)C[C@H]2Oc3c(NS(=O)(=O)c4cn(C)cn4)cccc3C(=O)N([C@H](C)CO)C[C@@H]2C)cc1	2
C[C@@H]1CN([C@H](C)CO)C(=O)c2cc(NC(=O)Nc3ccc4c(c3)OCO4)ccc2O[C@H]1CN(C)C(=O)Nc1ccc(F)cc1	3
CC(C)NC(=O)N(C)C[C@@H]1Oc2cc(C#CC3CC3)ccc2S(=O)(=O)N([C@H](C)CO)C[C@H]1C	-6
C[C@@H]1CN([C@H](C)CO)C(=O)c2cc(NC(=O)CCC(F)(F)F)ccc2O[C@@H](C)CCCCO[C@H]1CN(C)C(=O)Cc1ccccc1	-4
C/C(=C/COc1c(OC2OC(CO)C(O)C(O)C2O)ccc2ccc(=O)oc12)CO (centres undefined)	8
C[C@@H]1CN([C@@H](C)CO)C(=O)Cc2cc(N(C)C)ccc2O[C@@H]1CN(C)S(C)(=O)=O	-1
C[C@H]1CN([C@@H](C)CO)C(=O)c2cc(C#Cc3cccnc3)cnc2O[C@H]1CN(C)C(=O)CC1CC1	3
C[C@@H]1CN([C@@H](C)CO)C(=O)c2cccc(NS(C)(=O)=O)c2O[C@@H]1CN(C)Cc1ccc(C(=O)Nc2ccccc2N)cc1	-1
C[C@@H]1CN([C@@H](C)CO)C(=O)c2cc(-c3cccc(C(=O)N(C)C)c3)cnc2O[C@H]1CN(C)S(=O)(=O)c1ccccc1	3
COc1ccccc1OCC(O)CO (centres undefined)	16
O=C(C[C@@H]1C[C@@H]2c3cc(NC(=O)c4ccc5c(c4)OCO5)ccc3O[C@@H]2[C@@H](CO)O1)NCCN1CCCCC1	8
C[C@H]1CN([C@@H](C)CO)C(=O)CCCn2nncc2CO[C@H]1CN(C)Cc1ccc(C(F)(F)F)cc1	-2
COCC(=O)N(C)C[C@@H]1Oc2cc(-c3ccc(C#N)cc3)ccc2S(=O)(=O)N([C@@H](C)CO)C[C@@H]1C	3
C[C@H](CO)N1C[C@H](C)[C@H](CN(C)Cc2ccc(Oc3ccccc3)cc2)Oc2ccc(NC(=O)c3ccncc3)cc2CC1=O	-1
C[C@@H]1CN([C@H](C)CO)C(=O)c2cccc(NS(=O)(=O)c3cccs3)c2O[C@H]1CN(C)C(=O)Nc1ccc(F)cc1	13
C[C@@H]1CN([C@@H](C)CO)C(=O)Cc2cc(NS(=O)(=O)c3ccc(Cl)cc3)ccc2O[C@@H]1CN(C)Cc1ccc(Cl)c(Cl)c1	i
Cc1noc(C)c1NC(=O)N[C@@H]1CC[C@@H](CC(=O)N2CCCCC2)O[C@H]1CO	-1

Quoted from the results shown for reference:
SMILES	NSD2 inh
COc1ccc(S(=O)(=O)Nc2ccc3c(c2)CC(=O)N([C@@H](C)CO)C[C@H](C)[C@H](CN(C)S(=O)(=O)c2cn(C)cn2)O3)cc1	-1
C[C@H]1CN([C@@H](C)CO)C(=O)CCCn2nncc2CO[C@H]1CN(C)Cc1ccncc1	4

Next section:
SMILES	NSD2 inh
C[C@@H]1CCCCO[C@@H](CN(C)C)[C@@H](C)CN([C@H](C)CO)C(=O)c2cc(NC(=O)Nc3ccc(F)cc3)ccc2O1	15
N#C[C@@H](O[C@@H]1O[C@H](CO)[C@@H](O)[C@H](O)[C@H]1O[C@@H]1O[C@H](CO)[C@@H](O)[C@H](O)[C@H]1O)c1ccccc1	3
CO[C@@H](CN(C)C(=O)c1cc(Cl)cc(Cl)c1)[C@@H](C)CN(C(=O)Nc1ccc(F)cc1)[C@@H](C)CO	7
C[C@@H]1CCCCO[C@@H](CN(C)C(=O)Nc2ccc(F)cc2)[C@H](C)CN([C@@H](C)CO)C(=O)c2cc(NC(=O)Nc3cccc4ccccc34)ccc2O1	0
C[C@H]1CN([C@@H](C)CO)C(=O)c2c(c3ccccc3n2C)-c2ccccc2CO[C@H]1CN(C)S(=O)(=O)c1cn(C)cn1	-4
C[C@@H]1CN([C@H](C)CO)C(=O)c2cc(C#Cc3ccc(F)cc3)cnc2O[C@H]1CN(C)S(C)(=O)=O	2
C[C@@H]1CCCCO[C@@H](CN(C)C(=O)Nc2ccc(C(F)(F)F)cc2)[C@H](C)CN([C@H](C)CO)C(=O)c2cc(NC(=O)Nc3ccc(F)cc3)ccc2O1	0
C[C@H](CO)N1C[C@H](C)[C@H](CN(C)C(=O)NC2CCCCC2)Oc2ccc(NC(=O)Nc3ccccc3)cc2CC1=O	-1
C[C@@H]1CN([C@@H](C)CO)C(=O)c2cccc(N(C)C)c2O[C@H]1CN(C)Cc1ccc(C(=O)Nc2ccccc2N)cc1	0
Cc1noc(C)c1NC(=O)Nc1ccc2c(c1)C(=O)N([C@H](C)CO)C[C@H](C)[C@H](CN(C)S(=O)(=O)c1cn(C)cn1)O2	1
COc1cc([C@H](Cc2ccccc2)NC(C)=O)oc(=O)c1	7
C[C@H]1CN([C@@H](C)CO)C(=O)c2cc(NC(=O)CCCCCC(=O)Nc3ccccc3N)ccc2O[C@H]1CN(C)Cc1ccc(-c2ccccc2)cc1	6
COc1cc(/C=C/C(=O)O)cc(OC)c1OC	-3
C[C@H](CO)N1C[C@H](C)[C@H](CN(C)C(=O)Nc2ccc3c(c2)OCO3)Oc2ccc(NC(=O)C3CC3)cc2C1=O	1
C[C@@H]1CN([C@@H](C)CO)C(=O)c2cccc(NC(=O)c3ccc(-c4nccs4)cc3)c2O[C@H]1CN(C)C	1
Cc1noc(C)c1NC(=O)Nc1ccc2c(c1)C(=O)N([C@@H](C)CO)C[C@H](C)[C@H](CN(C)Cc1ccc(C(=O)O)cc1)OCCCC[C@H](C)O2	-1
O=C(C[C@@H]1C=C[C@H](NS(=O)(=O)c2ccccc2)[C@H](CO)O1)NCc1ccc(Cl)c(Cl)c1	-9
C[C@H]1CN([C@@H](C)CO)C(=O)c2cc(-c3ccccc3F)cnc2O[C@H]1CN(C)C(=O)c1ccccn1	0
CC(C)C(O)(C(=O)OCc1ccc(O[C@@H]2O[C@H](CO)[C@@H](O)[C@H](O)[C@H]2O)cc1)C(C)O (some centres undefined)	1
Cn1cnc(S(=O)(=O)N[C@H]2C=C[C@@H](CC(=O)NCC3CCCCC3)O[C@@H]2CO)c1	-2
C[C@H]1CN([C@@H](C)CO)C(=O)c2cc(NC(=O)Cc3ccccc3)ccc2O[C@@H]1CN(C)S(=O)(=O)c1ccc(Cl)cc1	0
Cc1noc(C)c1NC(=O)Nc1ccc2c(c1)C(=O)N([C@@H](C)CO)C[C@@H](C)[C@@H](CN(C)S(=O)(=O)c1ccc(F)cc1)O2	-3
CNC[C@@H]1OCCCC[C@H](C)Oc2ccc(NC(=O)Nc3cccc4ccccc34)cc2C(=O)N([C@@H](C)CO)C[C@H]1C	4
COc1ccc(NC(=O)N(C)C[C@H]2OCCCC[C@@H](C)Oc3ccc(NC(=O)Nc4ccc(C(F)(F)F)cc4)cc3C(=O)N([C@H](C)CO)C[C@@H]2C)cc1	-5
C[C@H]1CN([C@@H](C)CO)S(=O)(=O)c2ccc(Br)cc2O[C@@H]1CN(C)Cc1ccccn1	2
COC(=O)CCCCCCC(=O)N/N=C/c1ccc(OC)cc1O	1
COc1ccccc1-c1cnc2c(c1)C(=O)N([C@@H](C)CO)C[C@@H](C)[C@H](CN(C)C(=O)c1cccnc1)O2	8
C[C@H](CO)N1C[C@H](C)[C@@H](CN(C)S(=O)(=O)c2cn(C)cn2)Oc2cc(C3=CCCCC3)ccc2S1(=O)=O	-7
C=CCNC(=O)[C@@H]1[C@H]2C(=O)O[C@H](c3ccccc3)[C@H](c3ccccc3)N2[C@H](c2ccccc2OCCO)[C@@]12C(=O)N(C(=O)OCCOC)c1ccc(C#CC3(O)CCCCCC3)cc12	-5
C[C@@H]1CN([C@@H](C)CO)S(=O)(=O)c2ccc(-c3ccc(F)cc3)cc2O[C@@H]1CN(C)C	-2

Single values from the results shown.
NSD2 inh result of N#C[C@@H](O[C@@H]1O[C@H](CO)[C@@H](O)[C@H](O)[C@H]1O[C@@H]1O[C@H](CO)[C@@H](O)[C@H](O)[C@H]1O)c1ccccc1 reads 3
NSD2 inh result of C[C@H](CO)N1C[C@H](C)[C@@H](CN(C)S(=O)(=O)c2cn(C)cn2)Oc2cc(C3=CCCCC3)ccc2S1(=O)=O reads -7
NSD2 inh result of COc1cc([C@H](Cc2ccccc2)NC(C)=O)oc(=O)c1 reads 7
NSD2 inh result of C[C@H]1CN([C@@H](C)CO)C(=O)c2cc(C#Cc3cccnc3)cnc2O[C@H]1CN(C)C(=O)CC1CC1 reads 3

Going on with the list.
SMILES	NSD2 inh
C[C@@H]1CN([C@H](C)CO)C(=O)c2cc(NC(=O)c3ccncc3)ccc2O[C@@H](C)CCCCO[C@H]1CN(C)S(=O)(=O)c1ccc(F)cc1	-1
O=C(NO)c1ccc(C(=O)N/N=C/c2cccnc2Cl)cc1	-1
CCCC#Cc1cnc2c(c1)C(=O)N([C@@H](C)CO)C[C@H](C)[C@@H](CN(C)C(=O)CCN1CCCCC1)O2	0
CCCCn1c(=O)c2[nH]c(C34CC5CC(CC3C5)C4)nc2n(CCCO)c1=O	3
C[C@H]1CCCCO[C@H](CN(C)C(=O)Cc2ccccc2)[C@@H](C)CN([C@@H](C)CO)C(=O)c2cc(NC(=O)Nc3ccc4c(c3)OCO4)ccc2O1	1
C[C@@H]1CN([C@@H](C)CO)C(=O)Cc2cc(NC(=O)Cn3cnnn3)ccc2O[C@H]1CN(C)C(=O)Nc1ccccc1	3
CC(=O)N(C)C[C@@H]1Oc2ncc(/C=C/c3ccccc3)cc2C(=O)N([C@H](C)CO)C[C@H]1C	0
C[C@@H]1CN([C@@H](C)CO)C(=O)c2cccc(NC(=O)CCCCCC(=O)Nc3ccccc3N)c2O[C@@H]1CN(C)S(=O)(=O)c1cccs1	-3
COc1ccc(NC(=O)N(C)C[C@H]2Oc3cc(C#CCN(C)C)ccc3S(=O)(=O)N([C@@H](C)CO)C[C@H]2C)cc1	-6
COc1ccc(-c2cnc3c(c2)C(=O)N([C@H](C)CO)C[C@H](C)[C@H](CN(C)S(=O)(=O)c2ccc(C#N)cc2)O3)cc1	0
CN(C)CC(=O)Nc1ccc2c(c1)[C@@H]1C[C@H](CC(=O)NCc3ccc(Cl)cc3)O[C@H](CO)[C@@H]1O2	1
CC(C)COC(=O)N(C)C[C@@H]1OCc2ccccc2-c2c(n(C)c3ccccc23)C(=O)N([C@H](C)CO)C[C@@H]1C	-13
COCC(=O)Nc1ccc2c(c1)[C@H]1C[C@H](CC(=O)N[C@H](C)c3ccccc3)O[C@H](CO)[C@H]1O2	-2
O=C(CCCCC(=O)N/N=C/c1nccs1)NO	-3
C[C@@H]1CN([C@@H](C)CO)C(=O)Cc2cc(NS(C)(=O)=O)ccc2O[C@H]1CN(C)Cc1ccc(C(=O)O)cc1	2
COc1ccc(S(=O)(=O)N(C)C[C@H]2Oc3c(NC(=O)Nc4ccc(F)cc4)cccc3C(=O)N([C@@H](C)CO)C[C@@H]2C)cc1	-7
C[C@@H]1CN([C@@H](C)CO)C(=O)c2cc(NC(=O)NC3CCCCC3)ccc2O[C@@H](C)CCCCO[C@@H]1CN(C)C(=O)NC1CCCCC1	0
C[C@@H]1CN([C@@H](C)CO)S(=O)(=O)c2ccc(-c3cccc(C(=O)N(C)C)c3)cc2O[C@@H]1CN(C)C(=O)Nc1ccccc1	-1
